Yeast superoxide: caloric restriction mimetics inhibiting age-related superoxide in yeast; AID 2690; superoxide response (% of plate mean), % at 10 µM; hit rate 0.18% among 330,000; S. cerevisiae aged cells, superoxide DHE fluorescence; hits give low values;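 active = superoxide response under a set limit, about three screen SD below normal, cut at about 65% in these data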;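 also: yeast aged for seven days with compound at 30 °C before DHE staining; 100% = average MFI of all compound-treated wells on the plate with controls excluded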
LAP4-GFP MLPCN: alters LAP4-GFP fluorescence in TOR pathway yeast screen; S. cerevisiae LAP4-GFP multiplex, flow cytometry GFP, 3 h; median GFP as percent of DMSO wells; AID 2023; hit rate 0.34% among 320,000; GFP response vs DMSO, % at 10 µM;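 active = GFP response vs DMSO above a set limit, about the screen mean plus 3 SD, cut at about 150% in these data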
AGP1-GFP MLPCN: modulators of TOR pathway AGP1-GFP in S. cerevisiae; hit rate 0.02% among 320,000; GFP response vs DMSO, % at 10 µM; S. cerevisiae AGP1-GFP multiplex flow cytometry, 3 h; GFP as percent of DMSO wells;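 active = GFP response relative to DMSO above a set limit, near screen average plus 3 SD, cut at about 150% in these data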;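 also: median GFP channel fluorescence of the gated AGP1 strain per well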
RPL19A-GFP yeast: yeast TOR pathway RPL19A-GFP modulation; percent response vs DMSO, % at 10 µM; S. cerevisiae RPL19A-GFP strain, flow cytometry, 3 h; hits give low values; hit rate 0.3% among 330,000;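 active = percent response vs DMSO below 50%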;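 also: median channel GFP fluorescence of the barcoded RPL19A-GFP strain; ratio of sample median GFP to plate DMSO average so 100% = DMSO; lower means less RPL19A-GFP as with rapamycin TOR inhibition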
CIT2-GFP yeast: yeast TOR pathway CIT2-GFP modulation; S. cerevisiae CIT2-GFP strain, flow cytometry, 3 h; 100 means same as DMSO wells; GFP response vs DMSO, % at 10 µM; hit rate 0.065% among 320,000; AID 2029;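 active = GFP response relative to DMSO above a set limit, near the screen mean plus 3 SD, cut at about 150% in these data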;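 also: ratio of well median GFP fluorescence to mean of DMSO wells on the plate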
AHR activator: activators of human aryl hydrocarbon receptor; AHR-responsive luciferase reporter cells, luminescence; hit rate 2.5% among 320,000; activation, % at 5 µM; P35869; in the data active = activation above about 47%;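 also: 0% = vehicle wells and 100% = reference agonist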
Target sequence (P35869 whole entry, looked up): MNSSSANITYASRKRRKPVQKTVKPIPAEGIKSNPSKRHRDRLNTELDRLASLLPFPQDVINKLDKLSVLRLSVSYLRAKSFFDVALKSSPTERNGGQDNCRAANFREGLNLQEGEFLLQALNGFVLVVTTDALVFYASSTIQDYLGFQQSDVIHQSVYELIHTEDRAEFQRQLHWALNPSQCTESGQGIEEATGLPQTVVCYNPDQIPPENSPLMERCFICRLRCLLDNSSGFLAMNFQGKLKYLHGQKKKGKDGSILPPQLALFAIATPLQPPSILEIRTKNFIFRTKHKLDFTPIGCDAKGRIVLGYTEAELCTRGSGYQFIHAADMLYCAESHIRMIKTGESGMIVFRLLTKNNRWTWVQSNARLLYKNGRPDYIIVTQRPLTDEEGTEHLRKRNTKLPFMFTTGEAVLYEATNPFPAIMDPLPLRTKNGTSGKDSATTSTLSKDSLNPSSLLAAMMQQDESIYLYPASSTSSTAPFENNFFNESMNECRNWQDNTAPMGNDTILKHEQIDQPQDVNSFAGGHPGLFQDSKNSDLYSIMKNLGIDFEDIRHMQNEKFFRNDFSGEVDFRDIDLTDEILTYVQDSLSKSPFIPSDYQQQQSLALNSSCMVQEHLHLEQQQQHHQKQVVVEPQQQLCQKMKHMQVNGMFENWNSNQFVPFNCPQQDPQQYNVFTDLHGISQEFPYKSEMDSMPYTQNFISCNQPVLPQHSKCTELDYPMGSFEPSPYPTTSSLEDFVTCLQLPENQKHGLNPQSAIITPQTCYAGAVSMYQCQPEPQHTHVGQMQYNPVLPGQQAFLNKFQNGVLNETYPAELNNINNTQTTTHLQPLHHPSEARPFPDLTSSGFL
MEP2-GFP yeast: modulators of TOR pathway MEP2-GFP in S. cerevisiae; GFP response vs DMSO, % at 10 µM; AID 2016; hit rate 0.51% among 330,000; S. cerevisiae MEP2-GFP strain, flow cytometry GFP, 3 h; 100% = DMSO control level;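 active = GFP response versus DMSO above a set limit, roughly screen mean plus 3 SD, cut at about 180% in these data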;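 also: median GFP fluorescence of the barcode-gated MEP2-GFP cells per well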
Efflux pump inh: antifungal efflux pump inhibition, Nile Red retention. hit rate 0.44% among 330,000. S. cerevisiae Candida pump triplex. inhibition, % at 10 µM;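 active = plate passing quality check with inhibition over a set limit, or well fluorescence over plate mean plus 4 SD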;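 also: Nile Red retained in pooled yeast measured as flow cytometry median fluorescence; 0% = buffer negative control and 100% = Enniatin B positive control; higher means more Nile Red kept so more efflux inhibition; some compounds called inactive have numbers as strong as hits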
* = called active by the depositor; . = no result given; [ ] = dose if it differs, or a comment.

SMILES | Yeast superoxide | LAP4-GFP MLPCN | AGP1-GFP MLPCN | RPL19A-GFP yeast | CIT2-GFP yeast | AHR activator | MEP2-GFP yeast | Efflux pump inh
Cc1onc(C(=O)N2C(C)CCCC2C)c1[N+](=O)[O-] (configuration not stated) | 101 | 111 | 122 | 107 | 103 | -1 | 115 | 0.0
O=C1CCCC2=C1C(c1ccc3c(c1)OCO3)c1c([nH]n(-c3ccccc3)c1=O)N2 (configuration not stated) | 111 | 98 | 101 | 104 | 96 | -2 | 97 | 0.0
Cc1c(O)ccc(/C=N/Nc2ncccc2[N+](=O)[O-])c1O | 85 | 98 | 98 | 102 | 106 | 7 | 108 | 0.0
CCOC(=O)N1CCC(Nc2c(-c3ccccc3)c(=O)c2=O)CC1 | 119 | 113 | 111 | 114 | . | -2 | 110 | 0.2
CC(C)[C@H](NS(=O)(=O)c1ccccc1)C(=O)OCC(=O)Nc1ccc2c(c1)OCO2 | 99 | 87 | 93 | 100 | 97 | -3 | 97 | -0.1
COC(=O)c1cccc(NC(=O)c2cccnc2)c1 | 111 | 94 | 99 | 96 | 94 | 10 | 98 | -0.3
O=C(CN1C(=O)c2ccccc2S1(=O)=O)c1ccc(OC(F)F)cc1 | 93 | 88 | 90 | 105 | 82 | -3 | 101 | 0.4
O=C1C(NS(=O)(=O)c2cccs2)=C(N2CCOCC2)C(=O)c2ccccc21 | 147 | 88 | 104 | 110 | 103 | 1 | 107 | -0.1
NC(=O)N/N=C/c1c(O)ccc2oc3c(c12)CCCC3 | 110 | 109 | 102 | 103 | 101 | 11 | 108 | -0.1
Cc1ccc(C)c(Oc2cc(NC(=O)CCCn3nc(C)c([N+](=O)[O-])c3C)cc([N+](=O)[O-])c2)c1 | 93 | 90 | 104 | 108 | 100 | -3 | 90 | -0.6
COc1cc(Cl)ccc1OCc1cc(C(=O)N(C)C2CC(C)(C)NC(C)(C)C2)no1 | 108 | 82 | 97 | 107 | . | 2 | 95 | -0.1
NCC(c1ccccc1Cl)c1c[nH]c2ccccc12 (configuration not stated) | 109 | 89 | 97 | 103 | 92 | 57* | 101 | 0.1
CCN(C[C@H]1N[C@@](Cc2ccccc2)(C(=O)OC)[C@H]2C(=O)N(C)C(=O)[C@@H]12)S(=O)(=O)c1ccc(-c2ccccc2)cc1 | 98 | 105 | 104 | 104 | 95 | 0 | 103 | 0.2
COc1cccc(NC(=O)Cn2cnc3sc(C)c(S(=O)(=O)N4CCCCC4)c3c2=O)c1 | 93 | 88 | 88 | 92 | 86 | -1 | 93 | 0.1
CCCCn1c(=N)n(CC(=O)c2ccc(OC)cc2)c2ccccc21 | 89 | 100 | 101 | 94 | 93 | 28 | 89 | 0.0
O=C(NC1=NCCS1)c1cccc(F)c1 | 95 | 102 | 96 | 100 | 100 | -1 | 101 | -0.2
CCNC(=O)CN(c1ccc(F)cc1)S(=O)(=O)c1ccc2c(c1)OCCO2 | 116 | 84 | 92 | 100 | 92 | -4 | 97 | 0.3
CC(C)c1ccc(C(=O)NCCCN2CCOCC2)cc1 | 102 | 76 | 90 | 110 | 89 | 5 | 103 | 0.4
O=C(CCCN1C(=O)c2ccccc2C1=O)NCCC1=CCCCC1 | 124 | 100 | 102 | . | 108 | -5 | 102 | -0.7
CN(C)c1cccc(C(=O)OCC(=O)NCc2ccco2)c1 | 88 | 106 | 98 | 98 | 96 | -2 | 92 | -0.2
C[C@H]1[C@H](c2ccccc2)C[C@@H](C(=O)O)C1(C)C | 101 | 105 | 96 | 107 | 81 | -3 | 95 | -0.1
Cc1ccc(CN2C(=O)C(CC(C)C)Nc3ncnc(N4CCN(c5ccccn5)CC4)c32)cc1 (configuration not stated) | 95 | 114 | 90 | 105 | 90 | 10 | 90 | -0.1
CCOc1ccc(C(=O)NC(=S)NCc2cccnc2)cc1 | 116 | 103 | 97 | 98 | 91 | 11 | 99 | 0.7
O=C(O)c1ccc(COc2cccc(CO)c2)cc1 | 100 | 98 | 104 | 104 | 105 | 0 | 106 | 0.0
CC(C)Oc1ccccc1-c1cc(C(=O)N/N=C/c2cccnc2)c2ccccc2n1 | 102 | 92 | 90 | 91 | 91 | 24 | 97 | -0.2
CC(Nc1cccc(F)c1)C(=O)Nc1ccc(S(N)(=O)=O)cc1 (configuration not stated) | 90 | 100 | 101 | 91 | 94 | -2 | 88 | -0.1
Cc1cccc(NC(=O)c2cccc(S(=O)(=O)N3CCCCC3)c2)c1 | 98 | 92 | 70 | 79 | 101 | 4 | 147 | -0.1
CC(=O)NC1C(Oc2ccc(C)cc2)OC2COC(c3ccco3)OC2C1O (configuration not stated) | 70 | 91 | 88 | 100 | 89 | 0 | 100 | 0.7
CC(=O)c1cc(F)c(N2CCOCC2)cc1C | 98 | 101 | 100 | 96 | 100 | -4 | 103 | -0.1
Cc1ccc2c(c1)nnn2C1CCN(S(=O)(=O)c2ccc3ccccc3c2)CC1 | 108 | 103 | 109 | 97 | 91 | -1 | 102 | 0.1
O=C(Nc1ccc(N2CCN(C(=O)c3ccco3)CC2)cc1)c1ccc(F)cc1 | 101 | 99 | 104 | 103 | 106 | -4 | 103 | 0.0
COc1ccc(C(=O)N[C@H](C(=O)Nc2nc3ccccc3[nH]2)C(C)C)cc1 | 86 | 101 | 102 | 100 | 109 | 18 | 97 | -0.1
CCOC(=O)Cc1csc(NC(=O)c2c(-c3c(F)cccc3Cl)noc2C)n1 | 101 | 104 | 103 | 99 | 92 | 2 | 102 | 0.8
CCNC(=O)NC(=O)CSc1ccccc1F | 92 | 99 | 99 | 100 | 100 | 2 | 108 | 0.0
CCn1ncc(Cl)c1C(=O)Nc1ccncc1 | 107 | 98 | 104 | 98 | 102 | 3 | 104 | -0.3
Cc1ccc(N2CC(C(=O)Nc3ccc(S(=O)(=O)Nc4ncccn4)cc3)CC2=O)cc1C (configuration not stated) | 105 | 95 | 101 | 107 | 97 | -1 | 105 | 0.0
CCC(=O)NNc1ncnc2c1cnn2C | 104 | 100 | 108 | 110 | 99 | 1 | 101 | -0.1
Cc1no[n+]([O-])c1COc1ccc(/C=C(\C#N)C(N)=O)cc1 | 102 | 94 | 97 | 102 | 103 | -1 | 102 | -0.3
O=C(COc1cccc2c1CCN(Cc1ccccc1)C2=O)NCc1ccco1 | 92 | 84 | 90 | 94 | 81 | 9 | 93 | 0.7
CCCCN(C(=O)CCCc1nc2ccccc2c(=O)[nH]1)c1c(N)n(CC(C)C)c(=O)[nH]c1=O | 113 | 104 | 104 | 100 | 92 | 1 | 94 | 0.3
Cc1ccc(C(=O)NC2CC3CCCC(C2)N3C(=S)NCc2ccco2)cc1 (configuration not stated) | 98 | 96 | 94 | 96 | 92 | 3 | 99 | 0.1
CC(=O)N1CCc2cc(C(=O)CN3CCN(c4cccc(Cl)c4)CC3)ccc21 | 95 | 100 | 102 | 103 | 102 | -3 | 100 | -0.2
CCCOc1cccc(OCCSc2nc(C)cc(=O)[nH]2)c1 | 84 | 108 | 95 | 100 | 102 | 4 | 97 | 0.3
COc1ccc(Br)cc1C(=O)N/N=C/c1cccnc1 | 92 | 106 | 92 | 100 | 98 | 16 | 102 | 0.0
O=C(O)c1ccc(NC(=O)C2CCCCC2)cc1 | 103 | 89 | 94 | 97 | 97 | 0 | 87 | 0.1
CCc1ccccc1NC(=O)COc1ccc2c(=O)c(Oc3cc(C)ccc3C)coc2c1 | 101 | 102 | 103 | 100 | 97 | 4 | 104 | -0.5
COc1ccc(NC(=O)C(CC(=O)O)Cc2ccc(Br)cc2)cc1 (configuration not stated) | 90 | 93 | 100 | 101 | 99 | . | 108 | 0.0
Cn1c(CCCNC(=O)c2ccccc2)nc2ccccc21 | 99 | 105 | 110 | 104 | 112 | 11 | 101 | -0.1

Reformatted field by field: part of the list above.
CCCCN(C(=O)CCCc1nc2ccccc2c(=O)[nH]1)c1c(N)n(CC(C)C)c(=O)[nH]c1=O
  Yeast superoxide = 113
  LAP4-GFP MLPCN = 104
  AGP1-GFP MLPCN = 104
  RPL19A-GFP yeast = 100
  CIT2-GFP yeast = 92
  AHR activator = 1
  MEP2-GFP yeast = 94
  Efflux pump inh = 0.3

Cc1ccc(C(=O)NC2CC3CCCC(C2)N3C(=S)NCc2ccco2)cc1 (configuration not stated)
  Yeast superoxide = 98
  LAP4-GFP MLPCN = 96
  AGP1-GFP MLPCN = 94
  RPL19A-GFP yeast = 96
  CIT2-GFP yeast = 92
  AHR activator = 3
  MEP2-GFP yeast = 99
  Efflux pump inh = 0.1

CC(=O)N1CCc2cc(C(=O)CN3CCN(c4cccc(Cl)c4)CC3)ccc21
  Yeast superoxide = 95
  LAP4-GFP MLPCN = 100
  AGP1-GFP MLPCN = 102
  RPL19A-GFP yeast = 103
  CIT2-GFP yeast = 102
  AHR activator = -3
  MEP2-GFP yeast = 100
  Efflux pump inh = -0.2

Next section
SMILES | Yeast superoxide | LAP4-GFP MLPCN | AGP1-GFP MLPCN | RPL19A-GFP yeast | CIT2-GFP yeast | AHR activator | MEP2-GFP yeast | Efflux pump inh
COC(=O)c1ccccc1NC(=O)CN1CCC(n2nnc3cc(F)ccc32)CC1 | 91 | 100 | 96 | 94 | 88 | 1 | 103 | 0.2
COc1cc(OC)c(C(=O)NCCCN2CCOCC2)cc1OC | 101 | 106 | 101 | 116 | 102 | 3 | 103 | 0.1
CCOC(=O)c1nn(-c2ccccc2F)c2nc(-c3ccco3)c(C#N)c(=O)n12 | 93 | 114 | 95 | 101 | 80 | 8 | 161 | -0.5
Cc1onc(-c2ccccc2Cl)c1C(=O)Nc1cccc(-c2nc3ncccn3c2C)c1 | 87 | 101 | 106 | 97 | 100 | 2 | 94 | -0.1
CC(=O)NCC(=O)NC(C(=O)Nc1ccc2c(c1)OCCO2)c1ccccc1 (configuration not stated) | 89 | 100 | 105 | 106 | 104 | -2 | 96 | 0.0
CCCCC(=O)Nc1ccccc1N1CCN(c2ccccc2)CC1 | 93 | 108 | 103 | 110 | 106 | -7 | 103 | -0.1
COc1ccc(O)c(CN2CCCC(N3CCN(c4ccccc4OC)CC3)C2)c1 (configuration not stated) | 100 | 72 | 84 | 90 | 95 | -1 | 97 | 0.0
O=C(Nc1ccnn1C1CCN(Cc2ccc(OC(F)F)cc2)CC1)C1CCCC1 | 116 | 103 | 104 | 98 | 102 | -7 | 97 | -0.1
CC(C)Cn1c(SCC(=O)N2CC(=O)Nc3ccccc32)nc2ccccc21 | 123 | 91 | 101 | 96 | 97 | 2 | 93 | -0.3
O=C(NNC(=O)c1ccc2ccccc2c1)Nc1ccc(F)cc1 | 102 | 99[may fluoresce green] | 103[may fluoresce green] | 94[may fluoresce green] | 108[may fluoresce green] | 0 | 91[may fluoresce green] | -0.2
CCN(CC)S(=O)(=O)c1ccc(NC(=O)[C@@H](NC(=O)c2cc(OC)cc(OC)c2)C(C)C)cc1 | 95 | 100 | 107 | 102 | 108 | 2 | 98 | 0.2
CN(CC(=O)NC(=O)Nc1ccccc1F)Cc1ccccc1F | 99 | 96 | 97 | 99 | 102 | -4 | 100 | 0.2
CC1(C)CC(=O)C2=C(C1)c1c(ccc3ccccc13)NC2c1ccc(OCC(=O)O)cc1 (configuration not stated) | 96 | 83 | 91 | 99 | 104 | 9 | 106 | 0.2
C=CCn1c(N)cc(=O)nc1SC(C)C(=O)Nc1cccc2ccccc12 (configuration not stated) | 95 | 99 | 97 | 97 | 100 | 3 | 101 | -0.1
COc1ccc(C2C(C(=O)Nc3cccc(C)n3)c3ccccc3C(=O)N2C)cc1OC (configuration not stated) | 113 | 108 | 101 | 100 | 103 | 0 | 103 | 0.3
Cc1ccc(C)c2c1cc(C)c1nnc(SCc3ccccn3)n12 | 103 | 93 | 111 | 105 | 112 | 3 | 113 | 0.0
COC(=O)C1=C(C)N(Cc2ccccc2)C(=NCCCCO)N[C@H]1c1ccccc1 | 96 | 126 | 76 | 97 | 75 | 6 | 95 | 0.1
Cc1cccc(-n2c(-c3cccc([N+](=O)[O-])c3)nc3nc4ccccc4nc32)c1 | 112 | 93 | 98 | 99 | 103 | 14 | 97 | -0.5

Screens from PubChem.
